Compound activity as filed in PubChem BioAssay.
RmlCD inh 1536: M. tuberculosis RmlC/RmlD coupled enzyme inhibitors, primary screen, biochemical, compound mixtures, 384-well, from 1536-well plates | dTDP-4-dehydrorhamnose reductase (Mycobacterium tuberculosis (strain ATCC 25618 / H37Rv)) … | RmlC+RmlD coupled enzyme assay, percent inhibition; primary screen in compound mixtures | inhibition, % at 3.6 µM | hit rate 0.03% among 160,000; in the data active = inhibition mostly above about 34%, no sharp cut-off; also: some results filed as inactive read as strong as hits
Target sequence (P9WH09 whole entry, looked up): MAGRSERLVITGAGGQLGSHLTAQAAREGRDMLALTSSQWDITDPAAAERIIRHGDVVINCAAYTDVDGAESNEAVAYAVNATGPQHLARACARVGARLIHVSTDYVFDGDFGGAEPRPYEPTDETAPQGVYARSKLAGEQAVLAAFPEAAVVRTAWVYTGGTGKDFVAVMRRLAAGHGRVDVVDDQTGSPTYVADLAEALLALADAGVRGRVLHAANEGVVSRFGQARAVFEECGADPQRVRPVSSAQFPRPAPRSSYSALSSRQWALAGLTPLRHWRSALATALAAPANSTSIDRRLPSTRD
Target sequence (P9WH11 whole entry, looked up): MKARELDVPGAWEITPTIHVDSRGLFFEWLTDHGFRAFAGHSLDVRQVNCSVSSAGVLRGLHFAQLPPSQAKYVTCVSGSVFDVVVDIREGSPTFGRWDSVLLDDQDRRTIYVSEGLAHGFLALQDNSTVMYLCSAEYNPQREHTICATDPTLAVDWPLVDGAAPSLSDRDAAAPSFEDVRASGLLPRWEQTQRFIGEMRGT
M. tuberculosis GlmU: inhibition of mycobacterial GlmU enzyme – biochemical, glucosamine-1-phosphate acetyltransferase (AID 1376); one-dose inhibition, %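 (tested at 30 µM in the primary screen)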; IC50 in µM for titrated hits; M. tuberculosis GlmU acetyltransferase enzyme assay; higher % means a stronger effect; hit rate 0.25% among 220,000; Bifunctional protein GlmU (Mycobacterium tuberculosis (strain ATCC 25618 / H37Rv)); in the data active = inhibition above about 13%;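 also: 0% = complete reaction with vehicle and 100% = reaction without substrate; strong numbers were not always called active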
* hit, by the source's call; nt = not tested or not shown; & = joins results of further samples. The list is partial (hit frequency here may not be typical).

structure	M. tuberculosis GlmU	RmlCD inh 1536
O=[N+]([O-])c1ccc(-c2ncc(-c3ccc(Br)cc3)o2)cc1	-1.3%	-12.1
CC(c1ccccc1)n1c(S(=O)(=O)O)nc2ccccc21 (stereo unspecified)	2.2%	4.1
O=C(O)CCCC(=O)N1CCc2cc(S(=O)(=O)NCc3ccccc3)ccc21	-1.9%	103.3
O=C(Nc1ccccc1)N(Cc1ccccc1)Cc1ccccc1	0.6%	-34.5
CCc1nc(N[C@H](C(=O)O)C(C)C)c2oc3ccccc3c2n1	5.3%	-6.2
CC(=O)N1CCc2cc(S(=O)(=O)CCC(=O)NCc3ccc4c(c3)OCO4)ccc21	-0.5%	-3.4
COC(=O)c1cc(Nc2cc(C)c3c(O)cccc3n2)cc(C(=O)OC)c1	-1.7%	4.9
CCOC(=O)c1cc(C(=O)NCc2ccc(Cl)cc2Cl)nn1C	2.4%	13.5
Cc1cc(C(=O)Nc2cnc3ccccc3c2)ccc1[N+](=O)[O-]	4.2%	6.8
C=CCN1CC[C@@]2(C)c3cc(O)ccc3CC1[C@@H]2C	-1.9%	nt
O=c1cc(CNc2cc(C(F)(F)F)cc(C(F)(F)F)c2)nc2sccn12	-0.9%	nt
Cc1ccc(CN2C3CCCC2CC(NC(=S)NCc2ccccc2)C3)cc1 (stereo unspecified)	-4.6%	nt

(listing goes on)
structure	M. tuberculosis GlmU	RmlCD inh 1536
c1ccc(Cn2nnnc2C(c2cccnc2)N2CCN(C3CCCCC3)CC2)cc1 (stereo unspecified)	2.2%	nt
CN(C)S(=O)(=O)c1ccc(Cl)c(NC(=O)COC(=O)c2ccc(O)cc2)c1	-4.0%	-16.7
Cc1cc(-c2ccccc2)c2c(=O)[nH][nH]c2n1	4.5%	4.4
COc1ccc(-n2c(N)c(C(=O)NCc3ccco3)sc2=S)cc1	3.9%	nt
CC1Cc2ccccc2N1CC(=O)NC(=O)NCc1ccccc1 (stereo unspecified)	-2.2%	4.1
COc1ccc(C(Nc2ccccn2)c2c(NC(=O)c3ccco3)sc(C)c2C)cc1OC (stereo unspecified)	3.5%	9.4
Cc1cc(C)c(NC(=O)COc2ccccc2C(=O)Nc2ccc3c(c2)oc2ccccc23)c(C)c1	-3.7%	98.7*
Cc1c(N(C(=O)c2cc(=O)[nH]c3ccccc23)C(C)C)c(=O)n(-c2ccccc2)n1C	-1.1%	6.5
c1ccc(C[n+]2c(-c3ccccc3)csc2Nc2ccccc2)cc1	-0.2%	3.9
Cn1cc(CN2CCC(C(O)c3cccs3)CC2)c(-c2ccccc2F)n1 (stereo unspecified)	0.8%	-6.3
Cc1cc(=O)n2c(-c3ccc(Cl)cc3)csc2n1	-4.8%	5.9
O=C(NCc1cccc(Cl)c1)C1CCCO1 (stereo unspecified)	5.4%	17.1

New compounds follow.
structure	M. tuberculosis GlmU	RmlCD inh 1536
COC(CNC(=O)c1coc2nc3ccccc3nc12)OC	-3.8%	73.9*
Cn1cc(SCC(=O)Nc2ccc3c(c2)OCO3)c2ccccc21	2.4%	4.1
Cc1cccc(C)c1N1C(=O)CC(N(O)c2ccccc2)C1=O (stereo unspecified)	-3.6%	nt
Cc1ccc(NC(=S)N(CCCN2CCN(C)CC2)Cc2cccs2)cc1	-1.9%	7.6
Cc1ccc(C(=O)NNc2ncnc3ccccc23)cc1	0.8%	4.8
COc1ccccc1N1CCN(/N=C\c2ccc(C)o2)CC1	6.1%	nt
CCCCOCCCNC(=O)CC(C)c1ccccc1 (stereo unspecified)	-0.6%	5.0
Cc1ccc(S(=O)(=O)NC2=NCN(C3CCN(Cc4ccccc4)CC3)CN2)cc1	-0.7%	6.4
CCNC(=O)COC(=O)CCC(=O)c1ccc(F)cc1	0.2%	-5.7
Cc1ccc(C(=O)Nc2ccc(N3CCOCC3)nc2)cc1	1.3%	5.0
COC(=O)CNC(=O)CN1C(=O)N(c2ccc(Cl)cc2)C(N(O)C(=O)Nc2ccc(Cl)cc2)C1(C)C (stereo unspecified)	-8.2%	nt
CC(C)=NN1C(c2nonc2N)=NOC1(C)C	1.6%	-3.6

(more compounds)
structure	M. tuberculosis GlmU	RmlCD inh 1536
CC(=O)/C(=N/Nc1ccccc1[N+](=O)[O-])N1CCCc2ccccc21	61.6%	1.1
CCOc1ccc(N2CC(C(=O)Nc3cccc(C)c3C)CC2=O)cc1 (stereo unspecified)	1.0%	-4.3
Cc1cc(C)c(S(=O)(=O)N2CCC(C(=O)NCc3ccco3)CC2)c(C)c1	-1.5%	-3.6
COc1cccc(/C=N/n2nnnc2N)c1	-2.7%	-8.3
O=C(NNC(=S)Nc1ccccc1Cl)C1CC1	1.6%	17.9
COC(=O)C1=C(C(=O)OC)[C@@H]2Nc3ccccc3[C@@]23C[C@@H](C(=O)OC)N(C(=O)c2ccc(Br)cc2)C3=N1	0.9%	nt
CC(=O)N1c2ccc(S(=O)(=O)CCC(=O)O)cc2CC1C (stereo unspecified)	-1.7%	14.5
Cc1ccc(NC(=O)c2nc[nH]c2C(=O)N2CCC(C)CC2)cc1	1.4%	-10.8
C[C@H]1C/C=C/[C@H]2[C@H](O)[C@H](C)[C@@](C)(O)[C@H]3[C@H](Cc4ccccc4)NC(=O)[C@]32[C@H](O)/C=C/[C@](C)(O)C1	1.1%	nt
CC1CN(C(=O)C2CCCC2)C(C)CN1C(=O)C1CCCC1 (stereo unspecified)	4.0%	-10.3
COc1cc(/C=C2\SC(=S)N(N3CCOCC3)C2=O)cc(OC)c1OC	-5.2%	19.5
COc1ccc(C(=O)c2ccc(OC)c(OC)c2)cc1OC	-2.3%	-8.2

(next part)
structure	M. tuberculosis GlmU	RmlCD inh 1536
CC(C)NC(=O)NC(=O)COC(=O)C1(C)CC1(Cl)Cl (stereo unspecified)	1.7%	-12.7
CCc1c(C)nc2ncnn2c1N1CCC(C(=O)NCc2cccs2)CC1	-1.4%	15.1
Cc1ccc(C(=O)CSc2nnc(C)s2)cc1	7.5%	-12.1
Cn1c(SCC(=O)c2ccccc2)nnc1-c1ccccn1	-2.8%	nt
CC(C)(C)NC(=O)CSc1nc(-c2ccccc2)c(-c2ccccc2)[nH]1	-1.1%	nt
COC(=O)CSC1=C(C#N)C(c2ccccc2OC)C(C(=O)OC)C(=O)N1 (stereo unspecified)	-2.7%	17.9
Cc1c(C(=O)N2CCCCC2)sc(NC(=O)C(C)C)c1C#N	6.5%	-0.2
CNC(=O)C1C2C=CC3(O2)C1C(=O)N(C1CC1)C3C(=O)NCc1ccc(OC)cc1 (stereo unspecified)	-2.8%	-13.3
CCOC(=O)C1=NN(c2ccc(F)cc2)C2=NC(C)=C(C(=O)OC)C(c3cccs3)N12 (stereo unspecified)	-6.7%	nt
COc1ccc(C=NCC2COc3ccccc3O2)cc1OC (stereo unspecified)	2.1%	13.1
COC(=O)c1nn(-c2ccc3c(c2)OCO3)cc1O	0.1%	nt
COc1ccc(S(=O)(=O)N(C)C)cc1NC(=O)CSc1nnc(-c2cccnc2)o1	-0.5%	-15.9

More structures:
structure	M. tuberculosis GlmU	RmlCD inh 1536
O=C(COC(=O)c1ccc2ncsc2c1)NC(=O)c1ccccc1	1.9%	-13.2
Cn1c2ccc(F)cc2c2ncn(Cc3ccco3)c(=O)c21	-0.4%	9.1
C/C(Cl)=C/Cn1c(SCCN2CCOCC2)nc2c1c(=O)[nH]c(=O)n2C	1.5%	nt
Cc1csc(NC(=O)c2cc(-c3ccco3)nc3ccccc23)n1	-0.7%	-8.0
Cc1ccc2cccc(Oc3ncnc4scc(-c5ccccc5)c34)c2n1	-4.5%	7.5
c1ccc(-c2n[nH]c(-c3ccccc3)c2-c2nc3ccccc3[nH]2)cc1	6.7%	nt
Cc1ccc(C(=O)COC(=O)CCC(=O)Nc2cccc(Cl)c2)cc1[N+](=O)[O-]	7.9%	-8.0
O=C(NCCc1ccccc1)C(c1ccncc1)N(C(=O)c1csnn1)C1CC1 (stereo unspecified)	4.1%	-11.5
COc1ccccc1C(=O)COC(=O)c1ccccc1OCC(=O)Nc1ccc(SC(F)F)cc1	-4.3%	-4.5
COC(=O)c1cc(=O)n(Cc2ccc3c(c2)OCO3)c(=Nc2ccc(F)cc2)s1	-1.5%	4.6
Cc1ccc(OCCCN2C(=O)C(=O)c3cc(C)ccc32)cc1	4.1%	nt
CCS(=O)(=O)Nc1c(C(=O)OC)[nH]c2ccccc12	-1.5%	0.0

4 entries from above, with each value named:
Cc1ccc(OCCCN2C(=O)C(=O)c3cc(C)ccc32)cc1
  M. tuberculosis GlmU: 4.1%
  RmlCD inh 1536: nt

Cn1c2ccc(F)cc2c2ncn(Cc3ccco3)c(=O)c21
  M. tuberculosis GlmU: -0.4%
  RmlCD inh 1536: 9.1

O=C(COC(=O)c1ccc2ncsc2c1)NC(=O)c1ccccc1
  M. tuberculosis GlmU: 1.9%
  RmlCD inh 1536: -13.2

c1ccc(-c2n[nH]c(-c3ccccc3)c2-c2nc3ccccc3[nH]2)cc1
  M. tuberculosis GlmU: 6.7%
  RmlCD inh 1536: nt

(continued)
structure	M. tuberculosis GlmU	RmlCD inh 1536
CCOc1ccc(Cn2nnc(C(=O)NCc3ccc(OC)cc3)c2N)cc1	-0.3%	nt
Cn1c(-c2ccccc2)cccc1=O	-2.5%	nt
COc1cc(C)c(Cc2cnc(N)nc2N)cc1OC	-1.4%	9.1
CCn1cc(C(=O)OCc2ccccc2)c(=O)c2ccc(C)nc21	2.4%	nt
Oc1nc(-c2ccc(Cl)cc2)n2ccncc12	0.6%	nt
Nc1c(-c2cccc(Cl)c2)cnn1-c1cccc(C(F)(F)F)c1	-1.4%	3.3
COc1cccc(C2=NN(C(=O)c3cccs3)C(O)(C(F)(F)F)C2)c1 (stereo unspecified)	0.8%	-1.1
O=c1c2ccccc2c(C=Nc2ccccc2O)c(O)n1-c1nccs1	0.2%	7.4
CC1(C)N=C(/C=N/O)CN1O	9.1%	nt
COc1ccc(C(=O)/C=C/C(=O)N(CC(=O)NC2CCCCC2)Cc2ccc(F)cc2)c(O)c1	4.2%	nt
O=C(O)/C=C\C(=O)Nc1cccc(C(=O)Nc2cccc(O)c2)c1	-0.3%	nt
O=C(Nc1cccc(Cl)c1)Nc1cc(S(=O)(=O)N2CCOCC2)ccc1N1CCCC1	-3.7%	-7.8

Following part:
structure	M. tuberculosis GlmU	RmlCD inh 1536
CCN=C(NCC)SC1CC(=O)N(c2ccc(OC)cc2)C1=O (stereo unspecified)	0.9%	-7.4
O=C1CC(c2c[nH]c3ccccc23)C(=O)N1 (stereo unspecified)	1.6%	nt
C[C@@H]1CN(CCCn2c3ccccc3c3ccccc32)C[C@H](C)N1	-12.8%	17.6
CCCCCCNc1nc(NCc2ccco2)nc(OCC)n1	0.0%	17.7
NC(=S)Nc1nc2ccccc2s1	1.9%	15.0
COc1cc(/C=N/NC(=O)c2ccc(-n3cccc3)cc2)ccc1O	-4.6%	-8.7
Cc1ccc(CN2C(=O)N/C(=C/c3cc(C)n(-c4ccccn4)c3C)C2=O)cc1	1.1%	-4.7
Cc1cc(C)c(/C=C(\C#N)C(N)=S)c(C)c1	0.9%	13.1
COc1cc(/C=C2\OC(=O)c3c(OC)cccc32)ccc1O	1.0%	nt
C=CCNC(=O)C(C#N)c1nc2ccccc2nc1N1CCCCCC1 (stereo unspecified)	-6.9%	-8.4
O=C(Nc1cnn(Cc2ccc(F)cc2)c1)c1cc(-c2ccco2)on1	1.9%	-11.6
O=C(CN1C(=O)CCSc2ccccc21)N1CCC2(CC1)OCCO2	-2.3%	-7.8

Going on with the list:
structure	M. tuberculosis GlmU	RmlCD inh 1536
Cc1ccccc1NC(=O)Cc1cn(C)c2ccccc12	-5.5%	nt
COc1ccccc1CN1CCSCC1	0.1%	3.4
N#Cc1cc2c(nc1SCC(O)CS(=O)(=O)Cc1ccccc1)CCCC2 (stereo unspecified)	-2.2%	4.8
O=C(c1ccccc1Oc1ccc(C(F)(F)F)cc1[N+](=O)[O-])N1CCOCC1	0.1%	-39.7
CCCS(=O)(=O)C(=C1Nc2ccccc2N1)S(=O)(=O)CCC	2.0%	-2.9
CCCCCCC1/C(=N/O)CCC1C(=O)OC (stereo unspecified)	4.0%	9.1
S=c1c2c(nc3nc[nH]n13)CCC2	nt	3.4
CN(/N=C/c1ccc(Cl)cc1Cl)c1ncc(Cl)cc1C(F)(F)F	-0.7%	-5.7
CCN1CCC[C@H]1CNC(=O)c1c(O)c(Cl)cc(Cl)c1OC	5.2%&5.6%	-8.1
CCCCC(=O)NC1(C(F)(F)F)C(=O)N(Cc2ccco2)C(C)=C1C(=O)OC (stereo unspecified)	0.6%	10.0
CC(C)CC(=O)N/N=C/c1c(N)n(C)c(=O)n(C)c1=O	-0.1%	29.1
COc1ccc(CCNC(=O)c2cnn3c(C(F)F)cc(C)nc23)cc1OC	0.9%	-5.0

The list goes on.
structure	M. tuberculosis GlmU	RmlCD inh 1536
O=C(CNC(=O)c1cccs1)OCC(=O)c1ccccc1	-0.6%	nt
Cc1nn(C)c(C)c1CNC(=O)c1nn2c(c1Cl)NC(c1cccs1)CC2C(F)(F)F (stereo unspecified)	-4.2%	nt
C(=N\Nc1nc(Nc2ccccc2)nc(Nc2ccccc2)n1)/c1cccnc1	3.0%	11.5
CC(NCc1cccs1)C(=O)NC1CCCCC1 (stereo unspecified)	6.8%	-10.5
CC(=O)Nc1ccc(NC(=O)c2ccc([N+](=O)[O-])cc2Cl)cc1	-3.9%	1.8
COCCNC(=O)C(=O)NCCN1CCNCC1	1.1%	-3.8
